GLP1R inv ag: acts as inverse agonist at human GLP-1 receptor. Potency, µM (doses to about 38.3 µM), without a hit: at the top dose activity change, negative = inhibition, actives largely listed as inhibitors. HEK293 GLP-1R CRE-luciferase, luminescence, 24 h; GLP-1R form is constitutively active. hit rate 1.6% among 410,000. P43220; further: potency means the concentration at half of the fitted maximal effect; on the % scale 0 is the no-effect control and ±100 the full control effect; nearly all actives have a fitted effect of over 55% in size
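Using stably transfected HEK293 (constitutively active GLP-1R, cAMP-luciferase reporter), compounds were incubated 24 hr and luciferase measured by luminescence.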
GLP1R cytotox: cytotoxic in the GLP-1 receptor inverse agonist counter-screen | AID 624418 | HEK293 cAMP-luciferase reporter cells, luminescence, 24 h | Potency, µM (doses to about 38.3 µM), without a hit: at the highest dose activity change, negative = inhibition, actives largely listed as inhibitors | hit rate 0.13% among 410,000;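 further: loss of luciferase light is scored as toxicity; potency means the concentration at half of the fitted maximal effect; on the % scale 0 is the no-effect control and ±100 the full control effect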
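Luminescence readout: signal drop marks cytotoxicity. Plated cells grew 12 h at 37 °C, 5% CO2, received 23 nL compound for 24 h, then got luciferase reagent, read after 12 min at RT.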
D3 ag: D3 dopamine receptor (human) agonism; P35462; D3R DiscoveRx beta-arrestin cells, luminescence, 90 min; max activation, %; hit rate 0.58% among 410,000; AID 652048; in the data active means max activation above about 30%; further: 0% is about no effect; mostly tested at two doses, the higher about 12 µM
Target sequence (P35462 whole entry, looked up): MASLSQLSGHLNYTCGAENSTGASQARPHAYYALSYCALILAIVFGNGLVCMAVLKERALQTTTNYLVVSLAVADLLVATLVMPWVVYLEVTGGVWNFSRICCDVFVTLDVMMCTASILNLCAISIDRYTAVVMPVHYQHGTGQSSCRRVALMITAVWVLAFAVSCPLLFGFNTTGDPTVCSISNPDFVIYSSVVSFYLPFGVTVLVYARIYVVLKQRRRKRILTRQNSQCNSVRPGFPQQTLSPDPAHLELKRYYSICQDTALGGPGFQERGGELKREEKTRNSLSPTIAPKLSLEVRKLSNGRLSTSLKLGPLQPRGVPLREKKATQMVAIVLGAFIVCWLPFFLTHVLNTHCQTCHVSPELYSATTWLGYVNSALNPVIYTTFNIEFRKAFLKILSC
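Cells at 1500/well, incubated overnight, then treated with pinned compounds (dopamine as control) for 90 min at 37 degrees C. DiscoveRx reagent added for 30 - 60 minutes at room temperature; luminescence read.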
KB-V1 cytotox: kills drug-selected multidrug resistant KB-V1 cells | KB-V1 MDR cells viability, CellTiter-Glo, 72 h | hit rate 3.4% among 400,000 | AID 1347076 | Potency, µM (doses to about 46.1 µM), inactives show top-dose activity change, negative = cytotoxicity, most hits filed as cytotoxic; further: potency means the concentration at half of the fitted maximal effect; on the % scale 0 is the no-effect control and ±100 the full control effect; nearly all actives have a fitted effect of over 60% in size
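KB-V1, DMEM (no phenol red) + 10% FBS; cpd pin-transferred, titration series; 72 h, 37 degrees C; CellTiter-Glo, luminescence. Data normalized, curve-fit.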
D3 antag: antagonists of human D3 dopamine receptor. hit rate 2.5% among 360,000. D3R cells, DiscoveRx beta-arrestin luminescence, antagonist mode; hits give low values. AID 652054. max response, negative = inhibition, %; in the data active means max response below about -50%; inconclusive means no clear call, values can overlap the other calls; further: on the % scale 0 is the no-effect control and ±100 the full control effect; mostly tested at two doses, the higher about 12 µM
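Cells expressing the human receptor were seeded at 1500 cells/well, incubated overnight at 37 degrees C in 5% CO2, then exposed to library compounds with dopamine controls for 90 minutes at 37 degrees C before luminescent detection.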
aSyn rescue: alpha-synuclein toxicity inhibition in yeast; Yeast expressing alpha-synuclein, growth rescue, BacTiter-Glo, 24 h; Potency, µM (highest dose often 46.1 µM), for the others: top-dose growth rescue (activation), hits mostly activators; hit rate 0.14% among 370,000; AID 652106; further: potency means the concentration at half of the fitted maximal effect; % of control where 0% means no effect; nearly all actives have a fitted effect of over 65% in size
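Rescue of yeast growth: cells expressing toxic alpha-synuclein, induced in galactose at OD600 0.02, incubated with compound 24 h at 30 C. ATP luminescence quantified growth; inhibitors of toxicity appear as activators.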
GLP1R ag: activates the human GLP-1 receptor | AID 624172 | hit rate 0.007% among 380,000 | HEK293 GLP-1R CRE-luciferase, luminescence, 4-6 h; cells express a hypersensitive GLP-1R form | Potency, µM (titrated, usually from 45.6 µM), inactives show at the top dose activation, most hits filed as activators | P43220; further: potency means the concentration at half of the fitted maximal effect; % of control where 0% means no effect
TDP43 rescue: rescues yeast growth from TDP-43 toxicity | TDP-43 expressing yeast growth rescue, BacTiter-Glo, 24 h | Potency, µM (highest dose often 46.1 µM), without a hit: top-dose growth rescue (activation), actives largely listed as activators | hit rate 1.8% among 410,000; further: potency means the concentration at half of the fitted maximal effect; % of control where 0% means no effect; nearly all actives have a fitted effect of over 50% in size
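Luminescence from BacTiter-Glo reports growth of TDP-43-expressing yeast after 24 hr at 30 deg C with compound. Cells were raffinose-pregrown to mid-log, then seeded in galactose medium at OD600=0.02.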
PTHR1 agonist: activates the human parathyroid hormone receptor PTHR1; Q03431; HEK293 GP2 PTHR1 cells, GloSensor cAMP luminescence, 1 h; Potency, µM (doses to about 115 µM), for inactives: top-dose activation, usual class: activators; hit rate 0.075% among 410,000; AID 743266; further: potency means the concentration at half of the fitted maximal effect; nearly all actives have a fitted effect of over 55% in size; some results filed as inactive show a strong effect at the top dose; inactives centre near -15; many of its hits are not listed in these tables
Target sequence (Q03431 whole entry, looked up): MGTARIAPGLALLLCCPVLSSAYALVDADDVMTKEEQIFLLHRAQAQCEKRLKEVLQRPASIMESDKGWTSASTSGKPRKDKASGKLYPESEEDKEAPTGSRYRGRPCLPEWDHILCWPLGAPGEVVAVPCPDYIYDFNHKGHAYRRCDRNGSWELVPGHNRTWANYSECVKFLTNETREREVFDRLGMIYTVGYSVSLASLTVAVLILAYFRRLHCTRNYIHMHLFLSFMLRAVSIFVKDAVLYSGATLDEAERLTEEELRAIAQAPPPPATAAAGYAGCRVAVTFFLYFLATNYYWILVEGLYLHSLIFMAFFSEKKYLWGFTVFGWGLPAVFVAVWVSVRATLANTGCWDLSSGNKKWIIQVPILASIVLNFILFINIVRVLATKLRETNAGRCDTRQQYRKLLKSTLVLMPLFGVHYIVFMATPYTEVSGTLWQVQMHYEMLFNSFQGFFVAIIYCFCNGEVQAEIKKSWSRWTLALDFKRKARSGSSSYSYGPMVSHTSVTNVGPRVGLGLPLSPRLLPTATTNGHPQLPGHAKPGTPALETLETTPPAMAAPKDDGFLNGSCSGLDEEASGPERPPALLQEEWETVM
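HEK-293-derived GP2 cells expressing PTHR1 and a GloSensor cAMP reporter, 3,000/well, plated overnight, given luciferin plus IBMX (each 0.5 mM as added) for 1 h at 37 °C, then compound for 1 h at 37 °C. Luminescence was read after 15 min at room temperature.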
An asterisk follows results filed as active; i = inactive; ? = inconclusive; / = not tested or not shown; & = joins results of further samples; [ ] = another dose, or the depositor's remark. Unless noted, the call rests on the fitted dose curve; in most records, active means well fitted curve in the direction sought with a large enough effect; inconclusive means small, poorly fitted or top-dose-only effect, or another doubt; inactive means no such curve, though single readings can be large; an effect the other way counts as inactive or inconclusive. Some of the compounds tested (hit frequency here may not be typical).

SMILES	GLP1R inv ag	GLP1R cytotox	D3 ag	KB-V1 cytotox	D3 antag	aSyn rescue	GLP1R ag	TDP43 rescue	PTHR1 agonist
Cc1ccccc1NS(=O)(=O)c1cc(C(=O)Nc2cccc(N(C)S(C)(=O)=O)c2)ccc1C	-17%	?	8	0%	31	11%	3%	-11%	6%[57.5 µM]
COc1ccc(Cl)cc1NC(=O)Cn1nc(C(F)(F)F)c2c1CCC2	?	3%	0	?	/	/	-8%	28%	-2%
C=CCN1C(=O)c2ccc(C(=O)N(CC)CC(=O)Nc3c(F)cccc3F)cc2C1=O	8%	-10%	5	6%	17	-1%	-1%	8%	i
CC(=O)Nc1ccc(S(=O)(=O)Nc2nc3ccccc3nc2N2CCCCCC2)cc1	4%	-9%	-6	0%	0	22%	4%	?	i
CC(NCCC1(Cc2ccccc2Cl)CCOC(C)(C)C1)c1cccs1 (stereo not given)	?	?	-8	-16%	7	5%	-2%	3%	i
COc1nc(-c2ccccc2)nc(C)c1CC(=O)O	33%[activator]	-2%	-2	2%	-27	-6%	-1%	0%	-15%
CC(C)CCn1cnc2c1c(=O)n(C)c(=O)n2C	24%	-18%	-1	4%	?	6%	-1%	-1%	-59%[inhibitor]
COc1ccc(/C=C/C(=O)OCn2c(SC)nnc(C)c2=O)cc1OC	0%	0%	5	?	6	17%	4%	0%	i
Cc1nc(NCCc2ccc(Cl)cc2)c2nnn(Cc3ccccc3)c2n1	3%	3%	-6	0%	4	-2%	5%	1%	i
COc1ccc(N(CC(=O)NCc2ccccc2Cl)S(=O)(=O)c2c(C)nn(C)c2C)cc1	2%	-12%	-2	-9%	/	/	0%	25%	-26%
CCNC(=O)C1(C)CCN(C(=O)c2ccccc2OC)C1 (stereo not given)	23%	-9%	-7	-1%	0	0%	-5%	-11%	-12%
Cc1cc(Br)ccc1NC(=O)CNC(=O)Cc1ccc(S(=O)(=O)N2CCOCC2)s1	-29%	-14%	-5	?	18	-3%	-15%	-25%	-55%[inhibitor]
CN1CCc2nc3sc(C(=O)NCc4ccccc4)c(N)c3cc2C1	-23%	7%	-5	5%	-8	8%	3%	8%	-24%
COc1ccccc1NS(=O)(=O)c1ccc(Br)s1	-21%	9%	-9	-7%	-7	22%	-2%	11µM*	-1%
O=C(Nc1onc2c1CCCC2)c1ccc(Cl)cc1	?	-10%	2	0%	/	/	/	?	-38%[inhibitor]
Cc1cc(C(=O)CCC(=O)NC(C)c2ccc(S(N)(=O)=O)cc2)c(C)s1 (stereo not given)	10%	-2%	0	2%	-4	0%	-18%	12%	-16%
Cc1cc(C)n(-c2ccc(C(=O)O)cc2[N+](=O)[O-])n1	13%	18%	5	-4%	-3	-1%	-2%	-5%[9.22 µM]	i
CCCCCn1c(C(C)NC(=O)c2ccccc2)nc2ccccc21 (stereo not given)	6%	18%	-19	1%	/	/	1%	12%	-95%
COc1ccc(-n2nc(C(=O)NCC(=O)NCCCN3CCC(C)CC3)c3ccccc3c2=O)cc1Cl	?	?	-15	-1%	-15	-3%	1%	-10%	-10%
CCC(C(=O)NCc1ccc(F)cc1)N(Cc1ccco1)C(=O)c1snc(C(N)=O)c1N (stereo not given)	2%	8%	10	?	-8	0%	-2%	-15%	-9%[57.5 µM]
Cc1ccc(C(=O)COC(=O)c2cc(Cl)nc3ccccc23)cc1C	0%	2%	-12	?	30	-4%	-8%	-22%	-20%[57.5 µM]
CC(C)(C)N1[C@@H](CC(=O)O)c2cc(C(F)(F)F)ccc2S1(=O)=O	5%	-2%	8	12%&-3%	2	4%	0%	16%	-24%
CCSc1ccc(-c2nn(-c3ccccc3)cc2/C=C(/C#N)C(=O)NC)cc1	7%	7%	12	3%	21	-1%	-5%	13%	i
COc1ccc(F)cc1S(=O)(=O)NCCc1sc2nc(-c3ccc(F)cc3)nn2c1C	?	-16%	2	/	/	/	/	?	-91%[inhibitor]
COc1ccc(-c2cn(-c3ccc(Br)cc3)c3[n+]2CCS3)cc1	?	-22%	-11	-11%	5	-8%	5%	-3%	-3%
(list continues)
SMILES	GLP1R inv ag	GLP1R cytotox	D3 ag	KB-V1 cytotox	D3 antag	aSyn rescue	GLP1R ag	TDP43 rescue	PTHR1 agonist
CCC(CO)n1c(SCc2cc([N+](=O)[O-])cc3c2OCOC3)nc2ccccc2c1=O (stereo not given)	-13%	5%[1.53 µM]	5	?	15	14%	2%	23%	i
CCN(C(=O)CSc1nnc(C(C)N(C)C)n1-c1ccc(F)cc1)C1CCS(=O)(=O)C1 (stereo not given)	-7%	0%	5	0%	-5	-17%[1.84 µM]	-4%	7%	-5%
O=C(CN1C(=O)NC(c2ccccc2)(c2ccccc2)C1=O)NC1CCCCC1	?	-1%	6	9%	-1	-1%[1.84 µM]	-3%	9%	-9%
Cc1ccc(C)c(OCc2cc(C(=O)NC3CCN(Cc4ccccc4)CC3)no2)c1	2.2µM*	0%	-27	?	-93*	5%	-1%	1%	-35%[inhibitor]
COC(=O)C(NC(=O)c1ccc(C)cc1)(Nc1cccc(C)n1)C(F)(F)F (stereo not given)	?	-3%	1	0%	10	1%	22%	13%	i
Cc1ccc(C)c(S(=O)(=O)N(C(=O)c2ccncc2)c2ccc(OC(=O)c3ccncc3)cc2)c1	?	-25%	0	0%	-7	?	-8%	3%	-3%
COc1ccc(OCC(O)CNS(=O)(=O)c2cccc(Cl)c2)cc1 (stereo not given)	-35%	-6%	0	3%	-20	?	4%	13%	-4%
O=C(COc1cccc(F)c1)NNC(=O)Cc1ccc(Br)cc1	-23%	-7%	-7	-2%	14	-4%	-8%	15%	-95%[inhibitor]
Cc1nc(Nc2nc3c(c(=O)[nH]2)CCC3)nc2ccccc12	?	-26%	4	?	-5	11µM*	1%	14µM*	i
Cc1cc2ncn(S(=O)(=O)N3CCCCC3)c2cc1C	-13%	10%	-8	-6%	-8	?	10%	21%	-6%[57.5 µM]
CC(C)CC(=O)Nc1nc2nc(-c3ccccc3)cc(=O)n2[nH]1	-11%	-15%	1	?	/	/	/	12%	4%
COc1ccc(C(C)NC(=O)c2ccoc2C)cc1OC (stereo not given)	0%	-13%	-5	?	-25	-5%	-4%	-21%	i
CCc1ccccc1NS(=O)(=O)c1ccc2c(c1)CCCN2C(=O)C1CCC1	?	9%	-11	?	/	/	/	27%	-6%
CC1=NN(C(=O)Cn2nc([N+](=O)[O-])c(Br)c2C)C(O)(C(F)(F)F)C1 (stereo not given)	0%	1%	-1	11%	-1	-10%	-3%	1%	i
Cc1ccccc1OCC(=O)NCC(c1ccco1)N1CCCCC1 (stereo not given)	?	-6%	-10	-5%	-2	5%	11%	0%	-9%
COc1ccc(-n2cc(C(=O)Oc3cc(C)cc(C)c3)c3ccccc3c2=O)cc1	7%	1%	-11	-8%	/	/	/	-2%	3%
COC(=O)Nc1ccc(S(=O)(=O)N2CCCC(C(=O)O)C2)cc1 (stereo not given)	7%	0%	-9	-10%	0	-8%	-5%	-20%[0.397 µM]	-16%
CC(=O)Nc1ccc(CN2C(=O)C(C)(C)ON=C2c2ccc(C(F)(F)F)cc2)cc1	-4%	-3%	4	-27%	1	0%	12%	20%	i
O=C(c1cccc(Cl)c1)N1CCC(=O)N([C@H](COCc2ccccc2)Cc2ccccc2)CC1	?	-2%	3	?	4	26%	6%	0%	-8%
O=C(CSc1nnc(-c2ccco2)o1)NC1CCCCCC1	-1%	5%	3	13%	1	-1%	-5%	22%	i
c1ccc(CCc2nc(-c3cccnc3)no2)cc1	2%	-17%	3	11%	11	1%	-1%	?	-25%
CC1(C)Cc2cccc(OCC(=O)N3CCN(c4cccc(C(F)(F)F)c4)CC3)c2O1	10µM*	-6%	2	?	2	-6%	0%	1%	-39%
Cc1cccc(-n2ncc(C(=O)N3CCN(c4ccc(Cl)cc4)CC3)c2C2CCN(C(=O)OC(C)(C)C)CC2)c1	1%	-1%	-15	-30%	/	/	/	?	i
COc1ccc(-n2nc(C(=O)NCC(=O)NCc3ccco3)c3ccccc3c2=O)cc1	0%	-23%	0	-2%	15	-1%	-8%	-6%	-15%[57.5 µM]
COc1cc(OC)cc(C(=O)NNC(=O)c2ccc3ccccc3n2)c1	?	?	-14	?	?	?	-21%	?	i

Entries listed so far that contain a tert-butyl group:
SMILES	GLP1R inv ag	GLP1R cytotox	D3 ag	KB-V1 cytotox	D3 antag	aSyn rescue	GLP1R ag	TDP43 rescue	PTHR1 agonist
CC(C)(C)N1[C@@H](CC(=O)O)c2cc(C(F)(F)F)ccc2S1(=O)=O	5%	-2%	8	12%&-3%	2	4%	0%	16%	-24%
Cc1cccc(-n2ncc(C(=O)N3CCN(c4ccc(Cl)cc4)CC3)c2C2CCN(C(=O)OC(C)(C)C)CC2)c1	1%	-1%	-15	-30%	/	/	/	?	i

The results go on.
SMILES	GLP1R inv ag	GLP1R cytotox	D3 ag	KB-V1 cytotox	D3 antag	aSyn rescue	GLP1R ag	TDP43 rescue	PTHR1 agonist
Cc1ccc2nc(Cl)c3cc(C(=O)NC4CCCCC4)sc3c2c1	6%	12%	-6	?	/	/	/	0%	i
COc1ccccc1Oc1coc2cc(O)ccc2c1=O	0%	36%[activator]	-6	-9%	?	-1%	2%	6%	-4%
COc1ccccc1/C=C(/C(=O)OCC(=O)Nc1ccccc1C)c1ccccc1	?	7%	21	?	48	-20%	7%	?	-33%[inhibitor]
COc1cccc(Cn2c(Cn3c(-c4cnccn4)nc4ccccc43)nc3ccccc32)c1	16%	5%	-12	?	?	2%	1%	1%	-6%
COCCn1c(SCC(N)=O)nnc1-c1c[nH]c2ccccc12	5%	22%	-5	7%	-19	-1%	-6%	-3%	3%
CC1CCC(NC(=O)C2c3ccccc3C(=O)N2CCCN2CCOCC2)CC1 (stereo not given)	0%	?	0	17%	-10	-1%	-8%	-8%	-12%
CCC(CC)NC(=O)CN1CCN(S(=O)(=O)c2ccc(Br)s2)CC1	-8%	0%	-10	?	8	7%	-2%	26%	-12%

Screening results from PubChem BioAssay.
